MCL1 BIM primary = disrupts human MCL1 binding to BIM-BH3 peptide | GST-MCL1 / FITC-Bim-BH3 fluorescence polarization | inhibition, % at 10.9 µM | hit rate 0.68% among 320,000 | Q07820;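 active means inhibition above the mean inhibition of all tested compounds plus 3 SD, set per campaign, cut at about 40% in these data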;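 further: 0% = DMSO wells and 100% = unlabeled Bim-BH3 peptide control; higher means more loss of mP so more displacement of Bim peptide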
Target sequence (Q07820 whole entry, looked up): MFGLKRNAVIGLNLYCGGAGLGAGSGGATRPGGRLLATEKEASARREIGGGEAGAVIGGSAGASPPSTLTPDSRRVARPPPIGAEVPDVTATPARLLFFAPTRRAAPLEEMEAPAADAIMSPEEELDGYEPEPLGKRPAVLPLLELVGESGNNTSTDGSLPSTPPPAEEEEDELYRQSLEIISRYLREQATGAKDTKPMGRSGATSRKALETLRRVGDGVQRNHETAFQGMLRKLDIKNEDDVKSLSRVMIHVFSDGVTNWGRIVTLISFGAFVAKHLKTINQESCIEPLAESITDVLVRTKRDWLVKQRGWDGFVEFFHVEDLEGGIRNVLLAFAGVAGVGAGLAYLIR
Bcl-xL primary = inhibitors of human Bcl-xL. hit rate 0.7% among 320,000. AID 2129. inhibition, % at 10.9 µM. GST-Bcl-xL / FITC-Bim BH3 peptide fluorescence polarization;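 active means inhibition above the mean of all tested compounds plus 3 SD, cutoff set per campaign, cut at about 30% in these data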;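 further: 0% = DMSO wells and 100% = unlabeled Bim-BH3 peptide competitor; inhibitors lower millipolarization by displacing the labeled peptide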
Target sequence (Q07817 whole entry, looked up): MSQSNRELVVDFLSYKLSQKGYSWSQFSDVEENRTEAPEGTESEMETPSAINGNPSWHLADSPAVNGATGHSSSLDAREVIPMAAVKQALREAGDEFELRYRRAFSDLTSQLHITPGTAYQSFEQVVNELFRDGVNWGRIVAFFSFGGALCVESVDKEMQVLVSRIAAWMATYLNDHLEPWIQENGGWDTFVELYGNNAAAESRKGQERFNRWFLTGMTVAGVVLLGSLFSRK
MEX-5 binding = C. elegans MEX-5 TCR-2 RNA binding activity. Q9XUB2. MEX-5/FITC-TCR2 RNA binding, fluorescence polarization; active compounds read low. activity score (negative = inhibition of binding), % at 10 µM. hit rate 0.38% among 300,000. AID 1832;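 active means inhibition past about -25% in most replicates, and total fluorescence under double the plate's negative control median, limit read from the data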;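 further: 0% = DMSO and -100% = 5 µM competing unlabeled TCR2 RNA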
VLA-4 inh = inhibition in a human VLA-4 binding assay. P13612. VLA-4 expressing cells, ligand binding flow cytometry. inhibition, % (about 7 µM as worked out from the volumes in the protocol). hit rate 0.2% among 330,000. AID 2557; in the data active means inhibition above about 50%
Fam108B counter = blocks mouse Fam108B hydrolase in RBBP9 counter-screen | hit rate 0.33% among 300,000 | inhibition, % at 9.51 µM | recombinant Fam108B, FP-Rh probe fluorescence polarization;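 active means inhibition above the screen mean inhibition plus 3 SD, computed separately per campaign, cut at about 18% in these data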;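 further: inhibitors lower polarization as less probe binds the enzyme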
GRK2 aptamer HTS = human GRK2 inhibition via aptamer displacement; P25098; bead flow cytometry, FAM-aptamer displacement from GRK2; inhibition of aptamer binding, % at 10 µM; hit rate 0.59% among 330,000; AID 488847;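 active means inhibition of aptamer binding above 40%, roughly 3 SD of noise, on plates passing a quality check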;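 further: median bead fluorescence of bound FAM aptamer so fluorescent compounds give negative values; no value below 0 was filed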
Efflux pump mplx = inhibitors of Candida antifungal efflux pumps expressed in yeast; S. cerevisiae Candida pump triplex, Nile Red efflux; inhibition, % at 10 µM; hit rate 0.44% among 330,000; AID 485275;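 active means plate passing quality check with inhibition over a set limit, or well fluorescence over plate mean plus 4 SD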;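 further: Nile Red retained in pooled yeast measured as flow cytometry median fluorescence; 0% = buffer negative control and 100% = Enniatin B positive control; higher means more Nile Red kept so more efflux inhibition; some compounds called inactive have numbers as strong as hits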
GLD-1 RNA inh = GLD-1-TGE RNA interaction inhibition (C. elegans) | purified GLD-1 + fluorescein TGE RNA, fluorescence polarization | inhibition, % at 5.96 µM | hit rate 0.44% among 320,000 | AID 2280;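 active means percent inhibition above a per-plate cutoff, the plate mean of test compounds plus 3 SD, cut at about 30% in these data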;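 further: 0% = DMSO wells with GLD-1 and probe and 100% = wells lacking GLD-1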
PME-1 primary = blocks human protein phosphatase methylesterase 1; inhibition, % at 5.9 µM; Q9Y570; hit rate 0.53% among 320,000; recombinant PME-1, FP-Rh probe fluorescence polarization;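 active means inhibition above the campaign mean of all compounds plus 3 SD, cut at about 26% in these data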;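 further: competitive labeling of PME-1 active site by serine hydrolase directed probe; 0% = PME-1 with DMSO and 100% = wells lacking PME-1 enzyme; inhibitors block probe labeling so polarization falls and inhibition rises; many of its hits are not listed in these tables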
Target sequence (Q9Y570 whole entry, looked up): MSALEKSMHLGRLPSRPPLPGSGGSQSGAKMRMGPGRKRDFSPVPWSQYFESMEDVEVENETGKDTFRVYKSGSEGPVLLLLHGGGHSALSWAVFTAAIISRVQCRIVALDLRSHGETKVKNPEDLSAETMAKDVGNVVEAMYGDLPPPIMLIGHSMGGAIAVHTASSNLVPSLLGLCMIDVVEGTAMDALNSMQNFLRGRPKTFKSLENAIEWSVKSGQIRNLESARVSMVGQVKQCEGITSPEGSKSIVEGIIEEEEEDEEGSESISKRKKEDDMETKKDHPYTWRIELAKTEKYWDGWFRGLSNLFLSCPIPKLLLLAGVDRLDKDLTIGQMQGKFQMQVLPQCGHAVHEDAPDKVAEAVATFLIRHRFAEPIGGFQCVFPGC
Numbers without * were called inactive; / = no result given. Some of the compounds tested (hit frequency here may not be typical).

SMILES	MCL1 BIM primary	Bcl-xL primary	MEX-5 binding	VLA-4 inh	Fam108B counter	GRK2 aptamer HTS	Efflux pump mplx	GLD-1 RNA inh	PME-1 primary
Cc1cccc(N(Cc2ccccc2)C(=O)CN2C(=O)NC3(CCCC3)C2=O)c1	-7.7	-1.5	/	2.9	/	0.0	0.3	-4.0	3.1
COCCn1c(SCC(=O)NCc2ccco2)nnc1-c1c[nH]c2ccccc12	-9.4	-4.4	2.7	-15.9	2.5	0.0	0.0	-8.1	-6.1
Cc1c(Cl)cccc1NC(=O)c1cc(C2CC2)on1	-1.9	3.7	-0.9	29.1	4.4	5.0	-0.2	9.7	0.4
Cc1ccc(NCCC(=O)c2cccs2)cc1Cl	5.9	13.2	1.2	31.5	-1.1	0.0	0.0	-0.5	1.5
COc1ccc(C(=O)Nc2ccc(Cl)c(S(=O)(=O)Nc3ccccc3OC)c2)cc1	8.5	4.8	4.1	14.7	-24.0	1.0	0.1	-4.0	-41.8
COc1ccc2c(c1)nc(SCC(C)O)n2C (stereo not drawn)	-1.5	-1.6	1.9	-2.1	-1.5	0.0	0.4	-5.5	1.1
O=C(CNc1ccccc1)N/N=C/c1ccc2c(c1)OCCO2	1.7	6.4	-0.9	6.8	3.2	1.0	-0.1	-5.4	-27.5
COc1ccc(CN2C(=O)CN=C2Nc2cccc(C)c2C)cc1	-3.5	2.6	1.2	9.7	-4.8	0.0	0.1	3.8	-1.9
CC(C)CNC(=O)C1CCN(Cc2ccc(OCc3ccccc3)cc2)CC1	-0.7	3.2	-0.8	-19.8	0.2	0.0	0.0	-2.5	5.3
COc1cc(/C=C/C(=O)c2cccc([N+](=O)[O-])c2)cc(OC)c1OC	3.5	2.8	0.0	8.3	2.0	11.0	0.2	-3.1	-1.6
Cc1cc(NC(=O)COn2nnc3ccc(S(C)(=O)=O)cc32)ccc1Br	7.1	7.7	1.4	4.1	-8.4	0.0	0.1	-0.3	-1.2
COc1ccccc1C(=O)NNC(=O)c1ccc(C)cc1	2.7	6.6	-0.5	1.9	3.9	3.0	-0.1	-7.3	-4.0
CCn1c(=O)n(CC)c2cc(N3CCCC3)c(NC(=O)c3cccc(Cl)c3)cc21	0.3	6.2	-1.8	5.4	-1.9	4.0	0.0	2.4	6.5
CC(C)c1nc(SCC(=O)Nc2nc3c(s2)CCCC3)c2ccccc2n1	-5.5	-0.7	2.7	19.4	2.0	0.0	0.2	8.2	2.9
C[C@H]1CN=C(N(C)C)N1CCc1ccc(F)cc1	3.8	0.5	/	31.6	-1.1	0.0	0.0	1.6	-3.0
COc1ccc(S(=O)(=O)N2CCC(C(=O)NCCCc3ccccc3)CC2)cc1	7.1	6.5	0.4	3.6	1.6	1.0	-0.1	1.9	3.6
CN(C(=O)CSc1nnc(CN2CCCC2)n1Cc1ccccc1)c1ccccc1	-0.3	3.4	2.3	-6.0	-1.0	0.0	-0.1	4.4	8.6
Cc1ccc(-c2nc(Nc3cccc(O)c3)c3ccccc3n2)cc1	2.1	3.9	1.4	-8.7	0.7	1.0	0.1	5.7	-9.4
O=C(COC(=O)COc1ccccc1F)Nc1ccc(Cl)cn1	2.0	3.0	0.2	-3.1	-2.2	1.0	0.0	1.0	11.9
O=C(CSc1nnc(-c2ccc(F)cc2)o1)N1CCCC1	0.2	-2.6	-0.6	7.8	1.7	0.0	0.0	3.2	-2.9
COCCCNc1nc2c(-c3cccc(C)c3)nnn2c2ccccc12	-1.9	-0.1	0.8	-7.5	4.6	0.0	-0.1	-6.1	1.6
COc1ccc(C(C)=O)cc1COC(=O)CNC(=O)c1ccc(Cl)cc1	-2.4	-4.6	2.6	6.0	0.3	0.0	0.1	-0.9	4.9
CCOc1ccc(-c2cn3ccccc3n2)cc1[N+](=O)[O-]	6.1	5.6	-1.0	13.8	4.7	3.0	0.0	9.2	3.0
Cc1ccc(S(=O)(=O)N2CCCCC2)cc1C(=O)N(CCc1ccccc1)Cc1ccccc1	-2.4	-1.1	1.6	5.5	1.0	1.0	0.0	0.9	-0.9
COC(=O)N1CCCc2cc(C)ccc21	5.5	3.4	1.9	-3.9	-0.2	0.0	-0.2	-11.9	-6.8
SMILES	MCL1 BIM primary	Bcl-xL primary	MEX-5 binding	VLA-4 inh	Fam108B counter	GRK2 aptamer HTS	Efflux pump mplx	GLD-1 RNA inh	PME-1 primary
COc1cccc(C2CC(c3ccccc3)Nc3ncnn32)c1 (stereo not drawn)	0.9	2.8	1.1	-15.4	-3.4	0.0	0.4	-4.9	-18.5
O=C(CN(C(=O)CNC(=O)c1cccs1)c1ccccc1F)NC1CCCC1	5.1	10.4	-0.8	-6.2	-1.2	1.0	-0.7	-0.4	-1.2
Cc1cc(=O)n2nc(N3CCC(C(=O)Nc4cccc(Cl)c4C)CC3)sc2n1	5.5	2.0	0.5	4.1	1.3	1.0	-0.1	-5.2	4.8
O=C(COC(=O)c1ccc(Cl)c(S(=O)(=O)N2CCCCC2)c1)NCC1CCCCC1	-5.1	-3.2	/	-0.9	/	3.0	-0.1	1.5	0.9
CCOC(=O)N1CCN(C(=O)c2cc3c(=O)n4ccccc4nc3s2)CC1	4.3	4.2	-0.1	0.3	-1.6	8.0	0.0	2.5	6.2
O=[N+]([O-])c1ccc2nc(-c3ccccc3)oc2c1	-0.5	2.8	1.8	11.7	0.7	2.0	0.2	0.9	3.1
CN(CC(=O)Nc1ccc2c(c1)OCCO2)S(=O)(=O)c1ccc(Br)s1	4.0	6.5	1.3	10.3	-1.6	1.0	0.0	-8.9	3.6
CN(CC(=O)NCCc1ccccc1)S(=O)(=O)c1ccccc1	2.1	0.6	-3.6	2.6	2.5	0.0	0.1	-3.2	3.4
Cc1cc(C)n2ncc(C(=O)O)c2n1	-2.1	2.0	5.2	-11.5	1.1	2.0	-0.2	-3.5	3.3
C[C@H](NC(=O)c1cc2cc(Cl)ccc2n1C)C(=O)N1CCC[C@H]1C(=O)O	1.6	7.9	2.7	8.6	-1.1	1.0	0.1	-9.5	-0.2
O=S(=O)(NCC(c1ccco1)N1CCN(c2ccccc2)CC1)c1ccc(F)cc1 (stereo not drawn)	-0.5	1.8	0.5	17.6	4.4	0.0	0.0	4.0	3.4
Cc1ccc(C(=S)N2CCCCCC2)cc1	12.7	13.3	-5.9	-9.3	-2.9	1.0	-0.1	-53.5	-13.6
CC(C)(C)c1nnc2sc(SCC(=O)c3ccc(Cl)cc3)nn2c1=O	-11.0	-3.4	0.6	1.8	1.8	0.0	0.0	-8.5	-5.4
COc1ccccc1C(=O)NNC(=O)C1CC=CCC1 (stereo not drawn)	-2.8	-3.1	-2.4	-1.6	-1.9	0.0	0.3	1.0	0.8
CSc1ccccc1NC(=O)c1cccc(S(=O)(=O)N2CCN(C)CC2)c1	-6.0	5.0	1.2	8.9	-1.8	0.0	0.0	-6.8	3.0
CC(=O)c1ccccc1OCC(O)Cn1ccnc1 (stereo not drawn)	10.6	1.0	-0.3	-2.2	3.2	0.0	0.1	-2.9	-0.5
CCN(CC)S(=O)(=O)c1ccc(OC)c(NC(=O)CCS(=O)(=O)Cc2ccccc2)c1	4.5	2.8	-0.4	-5.0	1.8	0.0	-0.3	8.0	7.7
Cc1onc(C(=O)NN)c1-c1csc(COc2ccccc2)n1	12.6	4.2	-0.6	-3.5	-2.7	0.0	-0.1	1.7	-10.1
O=c1[nH]cnc2sc3c(c12)CCCC3	5.2	6.1	1.7	38.0	-0.9	3.0	0.0	-0.1	3.0
Cc1cc(NC(=O)CSc2nnc(-c3ccccc3)c(-c3ccccc3)n2)no1	7.1	6.2	-1.7	11.7	-0.6	3.0	0.0	-1.1	-1.0
Cn1c(SCC(=O)N2CCCCCC2)nc2c(c1=O)SCC2	5.0	-0.1	0.8	-8.1	-5.8	0.0	-0.1	-1.3	1.6
COc1ccc(NC(=O)Nc2ccc(OCc3ccccc3)cc2)cn1	/	/	-37.2*	16.3	/	0.0	0.2	/	/
O=C(C1=C(O)C(=O)N(Cc2ccco2)C1c1cccnc1)c1cc2ccccc2o1 (stereo not drawn)	5.9	4.4	-4.4	5.2	1.5	0.0	0.0	-7.1	-9.4
COc1ccc(CC(O)CC2c3c(cc4c(c3OC)OCO4)CCN2C)cc1 (stereo not drawn)	1.3	0.8	0.2	11.6	-0.9	1.0	0.0	1.8	1.8
COc1ccc(N(Cc2ccccc2)N=O)cc1	1.3	2.6	-1.9	-5.6	0.1	0.0	0.0	-0.5	6.1

Looked up by structure from above, 3 records:
SMILES	MCL1 BIM primary	Bcl-xL primary	MEX-5 binding	VLA-4 inh	Fam108B counter	GRK2 aptamer HTS	Efflux pump mplx	GLD-1 RNA inh	PME-1 primary
COc1ccccc1C(=O)NNC(=O)C1CC=CCC1 (stereo not drawn)	-2.8	-3.1	-2.4	-1.6	-1.9	0.0	0.3	1.0	0.8
CN(CC(=O)NCCc1ccccc1)S(=O)(=O)c1ccccc1	2.1	0.6	-3.6	2.6	2.5	0.0	0.1	-3.2	3.4
CCOc1ccc(-c2cn3ccccc3n2)cc1[N+](=O)[O-]	6.1	5.6	-1.0	13.8	4.7	3.0	0.0	9.2	3.0

An excerpt from above, limited to GRK2 aptamer HTS:
Compound | GRK2 aptamer HTS
CN(CC(=O)Nc1ccc2c(c1)OCCO2)S(=O)(=O)c1ccc(Br)s1 | 1.0
CN(CC(=O)NCCc1ccccc1)S(=O)(=O)c1ccccc1 | 0.0

(listing goes on)
SMILES	MCL1 BIM primary	Bcl-xL primary	MEX-5 binding	VLA-4 inh	Fam108B counter	GRK2 aptamer HTS	Efflux pump mplx	GLD-1 RNA inh	PME-1 primary
O=S(=O)(c1cnccc1N1CCN(CCO)CC1)N1CCCCC1	-1.0	0.6	-1.3	-0.1	-0.6	2.0	0.1	4.2	-0.8
O=C(O)c1ccc2oc(=O)c(S(=O)(=O)c3ccccc3)cc2c1	-1.8	-1.8	1.1	5.8	2.4	24.0	0.0	-5.5	-4.1
CC#CCCC(=O)N1C=Cc2ccccc2C1C#N (stereo not drawn)	5.7	6.1	0.2	-11.6	0.0	0.0	0.3	3.4	-0.1
CN(NC1OC(=O)c2ccccc21)c1ncc(Cl)cc1C(F)(F)F (stereo not drawn)	7.0	4.0	-2.6	-0.9	-1.4	2.0	-0.1	-1.7	1.0
COc1ccc(C(=O)C2CCN(C(=O)Nc3ccc(C)cc3)CC2)cc1	1.9	3.1	0.4	2.5	4.4	2.0	0.0	4.0	1.7
O=C(c1ccccc1)c1ccc2nc(-c3ccco3)c(-c3ccco3)nc2c1	38.4	31.5*	1.0	7.7	9.2	17.0	-0.1	-0.5	-5.6
Cc1nn(S(=O)(=O)N2CCCCC2)c(C)c1Br	11.5	2.5	1.1	9.3	-1.8	1.0	0.0	-5.8	3.0
C/C=C\C=C\C(=O)N1CC2(CC(c3cccc(NC(=O)CC)c3)=NO2)C[C@H]1C(N)=O (stereo partly drawn)	5.7	10.0	-0.1	1.6	-5.9	1.0	-0.1	9.0	-6.8
Cc1cc(=O)n2nc(N3CCC(C(=O)NCc4cccc(Br)c4)CC3)sc2n1	2.7	8.1	/	-10.7	-1.5	0.0	-0.1	6.6	5.8
COc1ccc(/C=N/Nc2nc3ccccc3o2)cc1O	2.2	-0.8	1.3	21.8	0.6	0.0	-0.1	3.1	48.1*

Screening data deposited in PubChem BioAssay by several laboratories.
